# Screening data as filed in PubChem.
# KCNH2 WT inh = qHTS for Inhibitors of KCHN2 3.1: Wildtype qHTS | Voltage-gated inwardly rectifying potassium channel KCNH2 (Homo sapiens), Q12809 | U2OS, BacMam KCNH2, thallium flux FluxOr; hits give low values | activity change, % at 1.84 µM | actives 0.37% (n = 340,000);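 active = maximum activity change below -70%; inconclusive = maximum activity change between -70% and -50%; inactive = maximum activity change above -50%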; note: % is set by controls: 0 for no effect and ±100 for the full control effect
#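 U2OS cells transduced with wild-type KCNH2 virus are loaded with FluxOr dye for 45 min, and thallium flux is measured in kinetic reads before and after stimulation buffer. Rate constants are normalized to DMSO controls.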
# AT treatment = qHTS Assay for Identifying a Potential Treatment of Ataxia-Telangiectasia; […] A-T fibroblasts, KAP-1 phosphorylation AlphaLISA; neocarzinostatin DNA damage 30 min before lysis; Potency, µM (top dose mostly 57.5 µM), for the others: at the highest dose activation, most hits filed as activators; actives 0.19% (n = 320,000); note: potency is the fitted concentration of half-maximal effect; % of control where 0% means no effect; nearly all actives have a fitted effect of over 45% in size
#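 ATM-like activity read as KAP-1 phosphorylation via AlphaLISA donor/acceptor antibody pairs after lysis and 6 hr at 25C. Cells were ATM-null patient fibroblasts ([…], hTERT), dosed 60 min, then exposed to the DSB inducer NCS for 30 min.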
# KCNH2 3.1 inh = qHTS for Inhibitors of KCHN2 3.1: Mutant qHTS; U2OS KCNH2 3.1, thallium flux FluxOr; hits give low values; activity change, % (tested at about 1.8 µM); actives 0.95% (n = 340,000);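 active = maximum activity change below -70%; inconclusive = maximum activity change from -70% to -50%; inactive = maximum activity change above -50%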;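 note: thallium influx rate constant from kinetic fluorescence after stimulation buffer; % is set by controls: 0 for no effect and ±100 for the full control effect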
#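 FluxOr-based Tl+ influx in U2OS cells transduced with KCNH2 3.1 virus; rate constants normalized to DMSO controls.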
# S-ASM inh = Inhibitors of Secretory Acid Sphingomyelinase (S-ASM): qHTS. Sphingomyelin phosphodiesterase (Homo sapiens), P17405. placental ASM, HMU-PC fluorogenic substrate, 60 min. Potency, µM (highest dose often 57.5 µM), inactives show top-dose activity change, negative = inhibition, usual class: inhibitors. actives 0.006% (n = 340,000); note: potency is the fitted concentration of half-maximal effect
# Target sequence (P17405 47-631 limits assumed): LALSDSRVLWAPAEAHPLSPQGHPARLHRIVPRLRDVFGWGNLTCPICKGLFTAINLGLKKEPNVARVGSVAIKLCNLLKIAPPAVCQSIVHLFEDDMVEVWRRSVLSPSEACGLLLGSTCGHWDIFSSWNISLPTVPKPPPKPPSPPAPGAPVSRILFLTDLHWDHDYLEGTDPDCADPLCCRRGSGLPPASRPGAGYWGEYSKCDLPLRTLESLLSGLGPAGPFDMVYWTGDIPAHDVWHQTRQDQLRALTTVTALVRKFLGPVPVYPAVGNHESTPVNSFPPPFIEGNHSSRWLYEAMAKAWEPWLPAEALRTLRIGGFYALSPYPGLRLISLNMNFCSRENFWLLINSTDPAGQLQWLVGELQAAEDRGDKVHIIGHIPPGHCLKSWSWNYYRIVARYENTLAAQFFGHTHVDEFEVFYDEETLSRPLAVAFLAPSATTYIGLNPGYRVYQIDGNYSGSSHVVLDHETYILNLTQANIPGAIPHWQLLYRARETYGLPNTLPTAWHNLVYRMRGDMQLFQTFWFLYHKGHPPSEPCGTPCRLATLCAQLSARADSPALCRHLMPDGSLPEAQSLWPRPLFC
#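 qHTS format. ASM enzyme prepared from human placenta hydrolyses the fluorogenic substrate HMU-PC0 (9 uM final) over 60 min at 37 °C after a 10 min compound preincubation.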
# GALK inhibitor = qHTS Assay for Inhibitors of Human Galactokinase (GALK); Purified GALK, Kinase-Glo residual ATP luminescence; P51570; actives 0.007% (n = 270,000); Potency, µM (highest dose often 57.5 µM), inactives show top-dose activity change, negative = inhibition, usual class: inhibitors; note: potency is the fitted concentration of half-maximal effect; % is set by controls: 0 for no effect and ±100 for the full control effect
#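 Luminescence from leftover ATP (Ultra-Glo luciferase/luciferin) served as read-out after a 1 h room-temperature reaction of 5 nM GALK with 35 uM ATP and 100 uM galactose.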
# a7 integrin act = qHTS for Activators of Integrin-Mediated Alleviation for Muscular Dystrophy | alpha7betagal myoblasts, beta-gal FDG fluorescence, 48 h | Potency, µM (doses to about 38.3 µM), without a hit: at the top dose activation, hits mostly activators | actives 0.064% (n = 350,000);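 note: potency is the fitted concentration of half-maximal effect; 100% = response of the positive control SU9516; nearly all actives have a fitted effect of over 60% in size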
#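 Alpha7betagal+/- myoblasts (passage 13) were plated 16-24 hr, then exposed to compounds (1:260 dilution of DMSO stock) for 48 hours at 37C. After MPER lysis, β-galactosidase reporter activity was read as FDG fluorescence (ex 480/em 540) after 30 minutes.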
# CXXC DNA block = qHTS Fluorescence Polarization Assay for Inhibitors of MLL CXXC domain - DNA interaction; Histone-lysine N-methyltransferase 2A (Homo sapiens), Q03164; MLL-CXXC / FITC-HOXA9 DNA fluorescence polarization; Potency, µM (highest dose often 115 µM), for inactives: at the top dose activity change, negative = inhibition, most hits filed as inhibitors; actives 0.037% (n = 290,000); AID 2662, 2010; active = well fitted inhibition curve with a large enough effect in the polarisation, with a control signal flat, not every such curve was filed as active; inconclusive = small, poorly fitted or top-dose-only effect, or effect the other way, or a change in a side signal; inactive = no such curve, though single readings can be large or run the other way; the % refers to the polarisation; note: potency is the fitted concentration of half-maximal effect
#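 Purified MLL-CXXC (added from a 7 uM solution) was preincubated 5 min at ambient with pinned compounds in 50 mM Tris-HCl pH 7.5, 50 mM NaCl, 1 mM DTT, 0.05% BSA. Fluorescein-labeled HOX-A9 DNA (50 nM solution) followed, 30 min, then polarization read.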
# TRPV1 ag = HTS Assay for Compounds that Act as Agonists of the Vanilloid Receptor 1. Transient receptor potential cation channel subfamily V member 1 (Homo sapiens), Q8NER1. TRPV1-expressing cells, Fluo-8 calcium influx, agonist mode. activation, % at 8.33 µM. actives 0.19% (n = 320,000). AID 540275, 2011; in the data active = activation above about 80%; inconclusive = between about 30% and that limit; note: 0% is about no effect
#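 TRPV1-expressing cells were cultured overnight at 35.5C and loaded with Fluo-8 calcium dye for 40 to 90 min at room temperature. After a 10 s baseline, compound was added and calcium influx was read kinetically for 3 min (ex 480/em 520 nm).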
# Coupling enz = qHTS Assay for Inhibitors of Fructose-1,6-bisphosphate Aldolase from Giardia Lamblia: Coupling assay counterscreen | coupling enzyme system counterscreen, AmpLite Red fluorescence | activity change, negative = inhibition, % at 58.2 µM, hits read low | actives 0.67% (n = 290,000); in the data active = activity change below about -30%; note: % is set by controls: 0 for no effect and ±100 for the full control effect
#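 First, compound is pin-transferred into glyceraldehyde-3-phosphate coupling-enzyme reagent at 57.5 uM final and held 10 min at RT. Next, substrate, coupling system and AmpLite Red are added. After 20 min RT, fluorescence (525/598 nm) is read.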
# MBNL1-CUG inh = qHTS Assay for Inhibitors of MBNL1-poly(CUG) RNA binding. Muscleblind-like protein 1 (Homo sapiens), Q9NR56. TR-FRET MBNL1-His/biotin-(CUG)12 binding, 665/545 ratio. Potency, µM (series often up to 57.5 µM), inactives show top-dose activity change, negative = inhibition, most hits filed as inhibitors. actives 0.036% (n = 280,000). AID 2675, 2010; active = well fitted inhibition curve with a large enough effect in the signal ratio, with a control signal flat, not every such curve was filed as active; inconclusive = small, poorly fitted or top-dose-only effect, or effect the other way, or a change in a side signal; inactive = no such curve, though single readings can be large or run the other way; the % refers to the signal ratio; note: potency is the fitted concentration of half-maximal effect; % is set by controls: 0 for no effect and ±100 for the full control effect
# Target sequence (Q9NR56 whole entry, looked up): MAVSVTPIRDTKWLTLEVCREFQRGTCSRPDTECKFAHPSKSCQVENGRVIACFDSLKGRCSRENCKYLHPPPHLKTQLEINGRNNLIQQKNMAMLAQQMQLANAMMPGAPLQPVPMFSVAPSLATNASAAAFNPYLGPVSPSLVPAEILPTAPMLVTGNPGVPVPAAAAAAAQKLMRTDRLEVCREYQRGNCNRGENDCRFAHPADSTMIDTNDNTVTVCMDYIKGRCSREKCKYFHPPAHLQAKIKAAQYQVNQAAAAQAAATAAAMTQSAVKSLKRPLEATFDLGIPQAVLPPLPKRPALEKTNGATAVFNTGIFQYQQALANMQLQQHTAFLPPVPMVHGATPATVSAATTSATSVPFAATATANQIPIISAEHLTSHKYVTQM
#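 TR-FRET between His-tagged MBNL1 and biotin-(CUG)12 RNA, detected with Tb anti-His antibody (0.055 ng/ul) and streptavidin-XL665 (5 nM), 60 min at room temperature. Compounds titrated 92 nM to 58 uM; 665/545 nm ratio normalized to buffer and complex controls.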
# * marks the source's active call; other numbers are inactive results; ? = inconclusive; . = not tested or not shown; [ ] = dose if it differs, or a comment. Unless noted, calls come from the whole dose curve; as a rule, active = well fitted curve in the direction sought with a large enough effect; inconclusive = small, poorly fitted or top-dose-only effect, or another doubt; inactive = no such curve, though single readings can be large; an effect the other way counts as inactive or inconclusive.
SMILES,KCNH2 WT inh,AT treatment,KCNH2 3.1 inh,S-ASM inh,GALK inhibitor,a7 integrin act,CXXC DNA block,TRPV1 ag,Coupling enz,MBNL1-CUG inh
COc1ccc(-n2c(SCC(=O)O)nc3sc4c(c3c2=O)CCC4)cc1,9,-4%,-33,15%,3%,2%,-8%,-1,10,1%
NC(=O)C1CCN(C(=O)C2CCC(=O)N(C3CCCCCC3)C2)CC1 (stereo not given),-9,2%,-8,-1%,1%,10%,8%,0,.,4%
CC(C)N(C(=O)COC(=O)c1ccccc1C(=O)c1ccc(Cl)c([N+](=O)[O-])c1)C(C)C,-7,-12%,-8,-3%,5%,-36%,5%,18,1,?
CCCCN(C(=O)c1cc2ccccc2o1)c1c(N)n(CCCC)c(=O)[nH]c1=O,12,-2%,10,42%[activator],.,-8%,.,0,.,.
CCOc1ccc(C(=O)C(c2ccccc2)N2CCOCC2)cc1 (stereo not given),-2,4%,8,-2%,2%,1%,5%,-1,2,0%
COC(=O)C1CCN(c2nc3ccccc3nc2C(C#N)C(=O)NCCc2ccccc2)CC1 (stereo not given),2,1%,0,-4%,-2%,-25%,?,-2,3,2%
Cc1nc(NCc2ccc3c(c2)OCO3)c2oc3ccccc3c2n1,-22,-3%,11,-5%,1%,-45%,3%,21,-1,7%
CCCCNC(=O)CN(c1ccc(Cl)c(Cl)c1)S(C)(=O)=O,-6,-3%,8,1%,.,-8%,5%,-3,0,-1%[11.5 µM]
COc1ccccc1NC(=O)C(NC(=O)OC(C)(C)C)C(C)OCc1ccccc1 (stereo not given),0,2%,-4,-3%,-3%,-5%,4%,?,-1,-3%
N=c1sccn1CC(=O)Nc1ccccc1Cc1ccccc1,10,0%,5,-2%,5%,-8%,-5%,0,4,1%
CCOC(=O)CN1C(=O)N[C@@H](c2cccc(C(F)(F)F)c2)[C@H](C(C)=O)[C@H]1C,5,.,10,1%,.,-15%,.,.,-3,.
O=C(CN1C(=O)/C(=C2\SC(=S)N(CCS(=O)(=O)O)C2=O)c2ccccc21)Nc1cccc(Br)c1,-2,-16%,8,-28%,-14%,30%,16%,-1,1,9%
C=C(C)C1CC=C(CN2CCC(C(=O)OCC)CC2)CC1 (stereo not given),3,7%,-6,-1%,0%,19%,-5%,2,-1,-1%
COc1ccc(OC)c(-n2c(-c3ccc(O)cc3O)n[nH]c2=S)c1,-30,4%,-6,2%,0%,8%,3%,2,-7,.
CN1/C(=C\C(=O)c2cccnc2)Sc2ccccc21,-1,1%,0,175%[activator],0%,-48%[inhibitor],-1%,6,-13,?
CCOC(=O)c1sc(NC(=O)c2ccc(S(=O)(=O)N3CCOCC3)cc2)cc1C,29,5%,5,-22%,3%,8%,6%,17,4,-5%
COc1cc(C(=O)Nc2cc(-c3ccccc3)[nH]n2)cc(OC)c1OC,2,-2%,2,-19%,6%,-15%,-13%,3,-4,7%
Cc1cccc(COCC(CC(C)C)N2CCN(C(=O)c3ccc(C(C)(C)C)cc3)CCC2=O)c1 (stereo not given),-32,8%,0,2%,.,-7%,-1%,1,2,-20%
Cc1c(C(=O)c2ccc(Cl)c([N+](=O)[O-])c2)c2ccccn2c1CCC#N,-3,2%,-23,-23%,-3%,-44%,14%,-2,-5,29%
COc1ccccc1NC(=O)c1ccc(SCC(=O)NCc2ccccc2Cl)c([N+](=O)[O-])c1,-4,-4%,-3,.,-1%,4%,7%,0,0,8%

# Quoted from the listing:
# Entry of COc1ccc(OC)c(-n2c(-c3ccc(O)cc3O)n[nH]c2=S)c1 under CXXC DNA block: 3%
# Entry of Cc1cccc(COCC(CC(C)C)N2CCN(C(=O)c3ccc(C(C)(C)C)cc3)CCC2=O)c1 (stereo not given) under MBNL1-CUG inh: -20%

# The list goes on.
SMILES,KCNH2 WT inh,AT treatment,KCNH2 3.1 inh,S-ASM inh,GALK inhibitor,a7 integrin act,CXXC DNA block,TRPV1 ag,Coupling enz,MBNL1-CUG inh
CCOC(=O)c1ccc(N2C(=O)c3n[nH]c(C)c3C2c2ccccn2)cc1 (stereo not given),-10,4%,-1,-6%,1%,5%,3%,.,6,3%
O=C(Cc1cccs1)Nc1nnc(SCC(=O)NC2CCCCC2)s1,8,8%,-1,1%,0%,22%,13%,1,0,9%
CCC(C)NCCOc1cc(C)cc(C)c1C (stereo not given),0,1%,1,2%,-3%,-17%,-1%,-4,-5,1%
COc1ccccc1N(CC(=O)Nc1cc(S(=O)(=O)N(C)C)ccc1C)S(=O)(=O)c1cccs1,-4,28%,-3,-1%,.,-24%,.,.,.,.
Cc1n[nH]c(C)c1S(=O)(=O)N1CCN(c2ccccn2)CC1,1,.,.,0%,4%,0%,-2%,2,3,-20%
CCN(C(=O)c1ccco1)c1nc(CC(=O)Nc2ccc(Cl)cc2)cs1,-1,19%,11,-3%,1%,-23%,1%,10,-1,-9%
O=C(CC12CC3CC(CC(Br)(C3)C1)C2)NC1CCCC1,-3,0%,6,0%,1%,17%,10%,?,0,-3%
COc1cccc(C2C(C#N)=C(N)N(N(C)C)C3=C2C(=O)CC(C)(C)C3)c1OC (stereo not given),-3,0%,2,1%,2%,27%,-7%,0,2,3%
CCOC(=O)c1ccc(-c2n[nH]c(=O)c3ccccc23)cc1,0,1%,-5,1%,1%,-3%,-5%,-5,4,11%
CCc1ccc(NC(=O)[C@H](C)NC(=O)C2CCN(C(=O)[C@@H](NC(=O)OC(C)(C)C)C(C)C)CC2)cc1,-4,0%,-8,4%,1%,?,-2%,-1,1,-2%
COc1cc(C=O)ccc1OC(=O)Nc1ccccc1,-7,.,7,4%,.,10%,.,.,.,.
COc1ccc(CCN(C)C(=O)CN2C(=O)c3ccccc3S2(=O)=O)cc1OC,-4,7%,3,-3%,2%,-24%,-4%,1,-1,-6%
CC(C)Cc1nnc(NC(=O)c2ccc(S(=O)(=O)N3CCCC3)cc2)s1,-4,-3%,-13,0%,.,-5%,.,17,.,.
CCOC(=O)CNc1c(N2CCN(c3ccccn3)CC2)c(=O)c1=O,17,?,2,-1%,1%,0%,15%,.,3,6%
CCOC(=O)CN(C(=O)COc1nc(-c2ccccc2)cc(C)c1C#N)c1cccc(OC)c1,-14,7%,14,-7%,1%,14%,2%,8,-1,-8%
O=C(CNC(=O)c1ccc(S(=O)(=O)N2CCCC2)cc1)N/N=C/c1ccco1,5,-5%,16,-3%,8%,8%,2%,-2,6,12%
O=C(C1c2ccccc2Oc2ccccc21)N1CCN(c2ccc(Cl)cc2)CC1,2,-6%,0,-11%,1%,6%,1%,4,2,-3%
CN1CCN(NC(=O)c2ccc(Br)c(S(=O)(=O)N3CCOCC3)c2)CC1,-1,1%,25,4%,1%,-10%,-5%,-2,-1,-15%
C1CCC2=NCCCN2CC1,12,-5%,-4,4%,-2%,3%,0%,-2,6,5%
COc1ccc(-c2nnn(Cc3ccccc3)n2)cc1OC,3,-2%,11,-2%,4%,-9%,0%,20,-1,-12%
CCc1cc2c(=O)c(-c3cscn3)coc2c(CN(C)C)c1O,-4,6%,6,125%[activator],0%,8%,13%,-4,0,-5%
O=C(O)CSCC(=O)NCc1csc2ccc(Cl)cc12,-1,9%,1,-1%,.,-3%,-10%,5,14,1%
O=C(CCCn1c(=S)[nH]c2cc3c(cc2c1=O)OCO3)N1CCN(c2ccccn2)CC1,4,-9%,-12,-2%,4%,-21%,6%,-1,-2,-12%
Nc1nc(Oc2ccc(F)cc2)c(Br)c(=O)[nH]1,-1,0%,-10,-1%,-1%,16%,-10%,1,-1,4%
C=CC(=O)N1CCCC(Nc2nc(Nc3ccc(N(C)C(=O)CC)cc3C)nc3nc[nH]c23)C1 (stereo not given),5,-5%,-21,6%,.,-5%,.,.,.,.
S=C(NCCc1ccncc1)Nc1ccccc1,-7,4%,-22,0%,2%,3%,-1%,9,0,-9%
CS(=O)(=O)Oc1ccc2c(c1)O/C(=C\C=C\c1ccccc1)C2=O,-18,5%,2,1%,-5%,-14%,-6%,16,4,?
Cc1cccc2c3nc4ccccc4nc3n(CCCN3C(=O)c4ccccc4C3=O)c12,-6,6%,10,0%,2%,-13%,?,-1,1,.
O=C(Nc1cccnc1)c1cn(-c2ccccc2)nc1-c1cccs1,-8,14%,-7,?,7%,1%,1%,?,-1,-3%
CN(C)/C=C/C(=O)c1ccc(S(=O)(=O)c2ccccc2)cc1,-10,2%,9,-3%,0%,-7%,4%,-1,4,?
